PAFAH2 inh = PAFAH2 enzyme inhibitors, primary screen, biochemical, fluorescence polarization, human | Platelet-activating factor acetylhydrolase 2, cytoplasmic (Homo sapiens), Q99487 | inhibition, % at 3.39 µM | recombinant PAFAH2, FP-rhodamine activity probe | AID 492956, 2010 | hit rate 0.99% among 340,000;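 active means inhibition above the mean over all tested compounds plus 3 SD, cut at about 30% in these data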;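 further: inhibitors block probe labeling of enzyme so polarization drops; 0% = enzyme with DMSO and 100% = wells lacking PAFAH2 protein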
GSTO1 inh = inhibitors of recombinant GSTO1, primary screen, counter-screen for RBBP9 inhibitor project, biochemical, fluorescence polarization. AID 1974, 2009. inhibition, % at 5.96 µM. activity-based probe fluorescence polarization. hit rate 1.1% among 300,000;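 active means inhibition above the campaign mean inhibition plus 3 SD, cut at about 35% in these data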;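 further: 0% = GSTO1-1 with DMSO and 100% = wells lacking GSTO1-1 enzyme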
pPAFAH FP inh = pPAFAH enzyme inhibitors, primary screen, biochemical, fluorescence polarization, human. Platelet-activating factor acetylhydrolase (Homo sapiens), Q13093. recombinant pPAFAH, FP-rhodamine probe fluorescence polarization. inhibition, % at 3.39 µM. hit rate 1.5% among 330,000;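 active means inhibition above the mean inhibition across the screen plus 3 SD, cut at about 25% in these data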;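 further: inhibitors block binding of the rhodamine activity-based probe so polarization drops; 0% = enzyme with DMSO and 100% = wells lacking pPAFAH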
LYPLA2 counter = LYPLA2 inhibitors, primary screen, counter-screen for PME1 inhibitor project, biochemical, fluorescence polarization, FP-Rh probe ABPP. Acyl-protein thioesterase 2 (Homo sapiens), O95372. recombinant LYPLA2. inhibition, % at 5.9 µM. hit rate 0.38% among 320,000;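 active means inhibition above the screen-wide mean plus 3 SD, limit set per campaign, cut at about 26% in these data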;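 further: 0% = LYPLA2 with DMSO and 100% = wells lacking LYPLA2 enzyme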
Target sequence (O95372 whole entry, looked up): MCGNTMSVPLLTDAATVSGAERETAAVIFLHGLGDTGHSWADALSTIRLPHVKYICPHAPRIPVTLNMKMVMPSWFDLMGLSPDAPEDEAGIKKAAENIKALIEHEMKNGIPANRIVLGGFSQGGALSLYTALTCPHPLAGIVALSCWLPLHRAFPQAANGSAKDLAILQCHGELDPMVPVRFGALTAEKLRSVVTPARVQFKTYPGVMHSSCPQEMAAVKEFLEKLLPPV
PAD4 FP inh = human PAD4 inhibitors, primary screen, biochemical, fluorescence polarization, 1536-well format | Protein-arginine deiminase type-4 (Homo sapiens), Q9UM07 | recombinant PAD4, RCA probe fluorescence polarization | inhibition, % at 6.36 µM | hit rate 0.41% among 330,000;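 active means percent inhibition above a cutoff equal to the mean of all tested compounds plus 3 SD, cut at about 15% in these data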;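 further: 0% = PAD4 with RCA probe and DMSO and 100% = probe without PAD4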
Target sequence (Q9UM07 whole entry, looked up): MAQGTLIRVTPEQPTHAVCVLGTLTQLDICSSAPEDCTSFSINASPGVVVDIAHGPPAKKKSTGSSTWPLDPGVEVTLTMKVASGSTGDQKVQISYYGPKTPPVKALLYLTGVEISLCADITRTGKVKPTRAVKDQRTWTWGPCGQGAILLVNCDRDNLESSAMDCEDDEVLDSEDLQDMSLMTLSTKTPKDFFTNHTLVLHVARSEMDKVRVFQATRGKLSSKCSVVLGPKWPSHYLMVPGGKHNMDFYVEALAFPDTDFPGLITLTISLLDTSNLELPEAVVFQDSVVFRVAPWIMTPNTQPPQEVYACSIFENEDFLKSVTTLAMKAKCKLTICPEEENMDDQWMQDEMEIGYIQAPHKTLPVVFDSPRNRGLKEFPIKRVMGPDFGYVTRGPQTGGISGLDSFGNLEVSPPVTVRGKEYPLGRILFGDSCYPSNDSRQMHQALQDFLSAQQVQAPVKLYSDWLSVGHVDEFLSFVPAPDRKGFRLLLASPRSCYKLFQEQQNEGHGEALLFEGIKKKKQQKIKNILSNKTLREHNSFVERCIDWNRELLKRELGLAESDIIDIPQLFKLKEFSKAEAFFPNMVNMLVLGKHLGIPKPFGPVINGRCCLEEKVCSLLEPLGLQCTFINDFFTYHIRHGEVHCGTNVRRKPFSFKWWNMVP
PAFAH1B3 inh = PAFAH1B3 enzyme inhibitors, primary screen, biochemical, fluorescence polarization, human. Platelet-activating factor acetylhydrolase IB subunit alpha1 (Homo sapiens), Q15102. recombinant PAFAH1B3, FP-rhodamine probe. inhibition, % at 3.39 µM. hit rate 0.28% among 340,000;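 active means inhibition above the screen-wide average of all tested compounds plus 3 SD, cut at about 25% in these data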;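 further: 0% = enzyme with DMSO only and 100% = wells lacking PAFAH1B3 protein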
PAFAH1B2 inh = PAFAH1B2 enzyme inhibitors, primary screen, biochemical, fluorescence polarization, human; recombinant PAFAH1B2, FP-rhodamine activity probe; AID 492953, 2010; Platelet-activating factor acetylhydrolase IB subunit alpha2 (Homo sapiens), P68402; inhibition, % at 3.39 µM; hit rate 1.2% among 340,000;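 active means inhibition above the mean of all tested compounds plus 3 SD, cut at about 24% in these data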;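 further: 0% = enzyme with DMSO and 100% = wells lacking PAFAH1B2; many of its hits are not listed in these tables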
PREPL inhibitor = PREPL enzyme inhibitors, primary screen, biochemical, fluorescence polarization | recombinant PREPL, fluorescence polarization activity-based probe | inhibition, % at 5.96 µM | hit rate 0.68% among 320,000; in the data active means inhibition above about 43%;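 further: 0% = enzyme with DMSO and 100% = wells lacking enzyme; many of its hits are not listed in these tables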
LYPLA1 inh = LYPLA1 inhibitors, primary screen, counter-screen for PME1 inhibitor project, biochemical, fluorescence polarization, FP-Rh probe ABPP; inhibition, % at 5.9 µM; recombinant LYPLA1; hit rate 0.16% among 320,000; Acyl-protein thioesterase 1 (Homo sapiens), O75608;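 active means inhibition above the mean of all tested compounds plus 3 SD, set per campaign, cut at about 14% in these data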;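 further: inhibitors block serine hydrolase probe labeling of LYPLA1 so polarization falls; 0% = enzyme with DMSO and 100% = wells lacking LYPLA1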
Starred values were filed as active, the others as inactive; nt = no result given. An excerpt, so the mix of outcomes need not match the whole.

Below each compound: PAD4 FP inh | PAFAH1B2 inh | LYPLA1 inh | PAFAH1B3 inh | LYPLA2 counter | pPAFAH FP inh | GSTO1 inh | PAFAH2 inh | PREPL inhibitor
- CCOC(=O)c1cnc2cc(F)c(F)cc2c1N1CCOCC1
    -2 | 1 | 3 | 8 | 1 | 5 | -4 | 0 | -9
- Cc1ccc(Cl)cc1N1CCN(C(=O)CSc2ccsc2[N+](=O)[O-])CC1
    1 | -3 | -3 | 1 | 6 | 12 | 6 | 8 | 17
- O=C(c1cccnc1)N1N=C(C2CCCCC2)CC1(O)C(F)(F)F (stereo unspecified)
    1 | 8 | 8 | 10 | -1 | 7 | 13 | -4 | -3
- Cc1ccc(N2CC(C(=O)N3CCC(c4nc5ccccc5[nH]4)CC3)CC2=O)cc1C (stereo unspecified)
    -8 | 5 | -1 | 3 | 3 | 2 | -2 | -5 | 3
- CCOC(=O)C1CCCN(C(=O)CSc2ccc(NC(C)=O)cc2)C1 (stereo unspecified)
    4 | 3 | -3 | 6 | 4 | -2 | 1 | 7 | 3
- Cc1ccc(-c2cc3nc(C)cc(NCc4ccco4)n3n2)cc1
    2 | -3 | 1 | -7 | -3 | 8 | -7 | -1 | 15
- O=C(NC(=S)NCCc1ccccn1)c1ccco1
    -2 | 2 | -1 | 6 | -11 | -1 | 0 | 5 | 12
- O=C(CCCc1cccs1)Nc1ccc2c(c1)OCO2
    -4 | 9 | -3 | 6 | 3 | 3 | -1 | 1 | 3
- COc1ccc(CCN2CC3=C(C2=O)C(c2ccccc2)NC(=O)N3C)cc1OC (stereo unspecified)
    2 | 2 | 8 | 4 | 5 | 0 | -3 | 12 | 0
- COc1cccc(CN2CC(C(=O)NCCOc3cccnc3)CCC2=O)c1 (stereo unspecified)
    -4 | -2 | 2 | 5 | 3 | 4 | 3 | 0 | 1
- Cc1cc(C(N)=O)c2ccccc2n1
    2 | -1 | 5 | 14 | 2 | 2 | 2 | 8 | -7
- CC(C)[C@H](NC(=O)c1ccco1)C(=O)NCc1ccccc1
    3 | 3 | 6 | 5 | 3 | -2 | -5 | -3 | 14
- CC1(C)CN(O)CCN1O
    -1 | -6 | -5 | 1 | -2 | 0 | -2 | -2 | 8
- CN(C)CC1CCCCC1OC(=O)c1ccc(Cl)cc1Cl (stereo unspecified)
    -3 | -5 | -3 | 4 | 0 | 1 | 2 | 1 | -20
- Cc1cccc2sc(NC(=O)CN3C(=O)c4ccccc4C3=O)nc12
    -2 | -4 | -3 | -5 | -8 | 3 | 0 | -11 | -3
- CN(C)CCNC(=O)c1cccc(S(=O)(=O)Nc2ccccc2F)c1
    0 | 5 | -3 | 1 | -5 | 1 | 3 | 1 | -7
- Cc1ccc(C(=O)CC(=O)c2cccc(F)c2)c(O)c1
    1 | 8 | 3 | 3 | -4 | 6 | 3 | 4 | -7
- CCC(NC(=O)Nc1nnc(C(F)(F)F)s1)(C(F)(F)F)C(F)(F)F
    -1 | 15 | -2 | 4 | 6 | 7 | -17 | 5 | 0
- Cc1ccc(-c2nn(-c3ccccc3)cc2C(=O)NN2CCN(C)CC2)cc1
    -3 | 1 | 0 | 4 | 1 | 2 | 6 | -2 | 0
- O=C(CSc1cn(CCNC(=O)c2cccs2)c2ccccc12)NCc1ccccc1
    1 | 8 | 0 | -8 | 4 | 5 | 4 | -6 | 5
- CCC(=O)Nc1cccc(C2=NOC3(C2)C[C@@H](C(N)=O)N(C(=O)C2(C)CC2)C3)c1 (stereo partly specified)
    -1 | -4 | 1 | 0 | 8 | 0 | 5 | 6 | 7
- C=CCSc1nnc2c(n1)OC(c1c(C)[nH]n(-c3ccccc3)c1=O)Nc1ccccc1-2 (stereo unspecified)
    -8 | 0 | 5 | 11 | -3 | 6 | 17 | -5 | -9
- O=C(COC(=O)c1ccc2ncsc2c1)NCc1ccc(Cl)cc1
    -1 | 5 | -1 | 2 | -2 | 1 | nt | 39* | -24
- O=C1CS/C(=C\[N+](=O)[O-])N1c1ccc(OC(F)(F)F)cc1
    -22 | 1 | -1 | 3 | -4 | 20 | 2 | 0 | 6
- Cc1ccccc1NC(=O)/C(C#N)=C\c1ccsc1
    -2 | 0 | -5 | 3 | 3 | 0 | 5 | 1 | 15
- CC(C)C(NC(=O)c1ccc(C(C)(C)C)cc1)C(=O)N1CCC(C(N)=O)CC1 (stereo unspecified)
    4 | 12 | -5 | -4 | -2 | 3 | nt | 5 | -5
- Nc1nc(F)nc2c1ncn2[C@@H]1O[C@H](CO)[C@@H](O)[C@@H]1O
    -5 | -1 | -4 | -2 | -7 | -3 | 3 | 0 | 4
- CCOc1ccccc1NC(=O)CSc1ccc2nnc(-c3cccnc3)n2n1
    0 | -1 | 1 | -2 | 0 | 3 | -1 | 0 | 0
- COc1ccc(NC(=O)CSc2nnc(C)c(=O)n2N)cc1
    7 | -1 | 0 | 6 | 1 | -5 | 9 | -1 | 4
- CC(C)Oc1ccc(C(CC(=O)O)c2ccc(F)cc2)cc1 (stereo unspecified)
    1 | 1 | 0 | 7 | 1 | 4 | -7 | -1 | -6
- Cn1c(SCC(=O)NNC(=O)Nc2ccccc2)nnc1-c1ccccc1
    1 | 4 | 0 | -1 | 6 | -4 | -7 | -2 | -1
- O=C(c1cccc([N+](=O)[O-])c1)N1CCN(c2ccc(N3CCOCC3)nn2)CC1
    3 | 3 | 3 | 3 | 4 | 2 | 5 | 2 | 6
- CC(=O)Nc1ccc(S(=O)(=O)NCCC(=O)Nc2cc(C)ccn2)cc1
    0 | 4 | -1 | 11 | 1 | 3 | -2 | 0 | 3
- Cc1ccc(S(=O)(=O)Nc2cc3c4c(c2)C(C)C(=O)N4CCC3)cc1 (stereo unspecified)
    1 | 5 | 3 | -3 | -2 | 3 | 0 | 7 | 9
- CC(=O)c1ccc(OCCCC(=O)NC2CCCc3ccccc32)cc1 (stereo unspecified)
    3 | 5 | -4 | -2 | 1 | 1 | 2 | 2 | -2
- CCN(CC)S(=O)(=O)c1cc(OC)c(Cl)cc1OC
    0 | 3 | 0 | 0 | 4 | 4 | 1 | 6 | -5
- CCC(C)[C@H](NC(=O)N1CCCCCC1)C(=O)OC (stereo partly specified)
    -3 | nt | 1 | nt | 1 | 1 | -2 | nt | 9
- O=C(COC(=O)CNC(=O)c1ccc(Br)cc1)Nc1nnc(-c2ccccc2)o1
    3 | 4 | 2 | 5 | -2 | 0 | -5 | 1 | 4
- CC1=NN(c2cccc(F)c2)C(=O)/C1=C/c1ccc(N(C)C)cc1
    -3 | -2 | 0 | 16 | 5 | 8 | 4 | 1 | 0
- COc1ccccc1CN(C)C(=O)c1ccc(S(=O)(=O)Nc2c(C)n(C)n(-c3ccccc3)c2=O)cc1
    2 | 5 | nt | 2 | nt | 3 | nt | 4 | 2
- COc1cc(C(=O)OCC(=O)N2CC(C)OC(C)C2)cc(OC)c1OC (stereo unspecified)
    1 | 3 | -3 | 6 | -4 | 0 | 7 | -15 | 8
- C/C(=N\c1nc2ccccc2n1C)c1cc(Cl)ccc1O
    -1 | 5 | -5 | -1 | -6 | 4 | -4 | 8 | -2
- CC1CCN(S(=O)(=O)N2CCCC(C(=O)NCc3ccc(F)cc3)C2)CC1 (stereo unspecified)
    -1 | 8 | 6 | 2 | 9 | 3 | 6 | 7 | -7
- O=C1CC(N2CCCCC2)C(=O)N1c1ccccc1 (stereo unspecified)
    5 | 6 | 2 | 5 | -6 | 1 | 4 | 8 | -3
- CCn1c(CCNC(=O)c2cccs2)nnc1SCC(=O)Nc1nc(-c2ccccc2)cs1
    -7 | 6 | -5 | -1 | 2 | -1 | -4 | -2 | 1
- CCN(CC)Cc1c(C(=O)N2CCc3ccccc3C2)nc2ccc(Cl)cn12
    -1 | 3 | 3 | 6 | -3 | 0 | 3 | 0 | 17
- COc1cccc(NC(=O)CN(C)C(=O)CCCc2c[nH]c3ccccc23)c1
    1 | 8 | -3 | 2 | -3 | 3 | nt | 1 | 9
- COc1ccc(Nc2nc(NCc3ccco3)nc(N/N=C/c3ccccc3Cl)n2)cc1
    -6 | 5 | -7 | 3 | -10 | -10 | -5 | 0 | 22
- O=C(CSc1nc2c(c(=O)n1-c1ccccc1)SCC2)N1CCOCC1
    1 | 4 | 1 | 2 | 4 | -1 | 0 | -6 | 20
- Cc1onc(-c2c(F)cccc2Cl)c1C(=O)N=C(N)N1CCCC1
    -1 | 1 | -1 | 2 | -8 | -1 | -8 | 4 | -8
- CCOc1ccc(C(=O)NC2CCN(S(=O)(=O)CC)CC2)cc1
    4 | -1 | -3 | 5 | -6 | 0 | 3 | -10 | 0
- Cc1ccc(CNC(=O)C2CC(c3ccccc3[N+](=O)[O-])=NO2)cc1 (stereo unspecified)
    -1 | 23 | 2 | 10 | -2 | 2 | 1 | -6 | 4
- CCO[C@@H]1OC(C(=O)N2CCN(C)CC2)=C[C@H](c2ccc(C(F)(F)F)cc2)[C@H]1CCCO
    0 | 3 | 2 | 7 | 6 | -3 | -1 | -8 | 8
- COc1ccccc1NC(=O)Cc1ccsc1
    -3 | 1 | 0 | 8 | 5 | 5 | 1 | -6 | 4
- CC(C)(C)OC(=O)C[C@H]1C/C=C\C[C@@H](CC(=O)N[C@@H](CO)Cc2ccccc2)C(=O)NC[C@H](c2ccccc2)OC1=O
    -4 | 6 | nt | -3 | nt | 4 | nt | -2 | 5
- CC(C)(C)C(=O)N1CCN(c2ccc(NC(=O)c3ccc4c(c3)OCCO4)cc2)CC1
    -2 | 6 | -1 | 8 | 2 | 4 | -3 | -2 | -4
- O=S(=O)(c1ccc(Cl)nc1)N1CCCC1
    -4 | 5 | nt | -1 | nt | 2 | nt | 3 | 10
- CC1(C)CC(=O)C2=C(C1)NC(=O)NC2c1ccccc1Cl (stereo unspecified)
    -11 | 4 | -3 | 1 | -11 | -5 | 7 | 1 | 5
- CCOc1ccc(NC(=O)c2cccnc2SC)cc1
    -7 | 2 | -1 | 8 | 1 | -7 | -9 | 5 | 16
- O=C(O)CSCC(=O)NC1CCCc2ccccc21 (stereo unspecified)
    -6 | 4 | -2 | 8 | -5 | -2 | 6 | -4 | 12
- CCN(CC(=O)NCc1ccc(Cl)cc1)C(=O)c1ccc2cc(OC)ccc2c1
    0 | 5 | -6 | 7 | 0 | 4 | -2 | -3 | -21
- N#Cc1ccc(NC(=O)CN2C(=O)NC3(CCCC3)C2=O)cc1
    3 | 2 | -6 | 1 | -1 | 9 | 2 | 13 | 6
- COc1ccc(C2(C)NC(=O)N(CC(=O)N3CCc4ccccc43)C2=O)cc1OC (stereo unspecified)
    -1 | 1 | 1 | 3 | 1 | 10 | nt | 4 | 0

From PubChem
